TLR9-MyD88 inh: inhibitors of TLR9-MyD88 association in cells, primary screen, cell-based, CHO, BLA complementation, fluorescence | Toll-like receptor 9 (Homo sapiens) + Myeloid differentiation primary response protein … | CCF4 FRET ratio | inhibition, % at 4.98 µM | hit rate 0.21% among 340,000;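 active = inhibition above the mean over all tested compounds plus 3 SD, cut at about 21% in these data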;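 note: 0% = DMSO only wells and 100% = clavulanate BLA inhibitor control wells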
MC4R antag cAMP: MC4R antagonists of cAMP signaling, primary screen, cell-based, TR-FRET, antagonist arm of biased-ligand search. hit rate 0.48% among 360,000. MC4R-expressing cells, MTII-stimulated cAMP, LANCE TR-FRET. inhibition, % at 6.5 µM;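 active = inhibition above its plate's cutoff, the mean of tested wells on that plate plus 3 SD, cut at about 29% in these data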;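 note: 0% = Melanotan II alone and 100% = Melanotan II plus saturating MCL0020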
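system = U2OS cells with stable human MC4R expression | also added = Melanotan II challenge after compound preincubation | dosing = one concentration, 6.5 µM nominal | incubation = compound 30 min, challenge 1 h, detection 1 h | measured by = TR-FRET with Eu-cAMP and labeled anti-cAMP, 671 nm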
ABHD5-PLIN5 inh: ABHD5-PLIN5 interaction inhibitors, primary screen, cell lysate, split luciferase complementation, luminescence; Perilipin-5 (Homo sapiens) + 1-acylglycerol-3-phosphate O-acyltransferase ABHD5 (Homo …; Split G. princeps luciferase complementation, 4 h; inhibition, % at 4 µM; hit rate 0.78% among 360,000; AID 602281, 2012;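 active = inhibition above the mean inhibition across every tested compound plus 3 SD, cut at about 22% in these data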;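 note: 0% = DMSO only wells and the 100% control is not disclosed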
SRC2 inh: inhibition of GAL4-SRC2 driven luciferase reporter, primary screen, SRC2 inhibitor project, cell-based, luminescence. Nuclear receptor coactivator 2 (Homo sapiens), Q15596. HEK293 GAL4-SRC2 luciferase reporter. inhibition, % at 9 µM. hit rate 0.17% among 370,000. AID 651957, 2012;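 active = inhibition above the mean inhibition of all tested compounds plus 3 SD, set per campaign, cut at about 52% in these data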;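 note: 0% = DMSO treated cells and 100% = cells given Gossypol at 36 µM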
Cardio protect: cardioprotection against H2O2-induced cell death, primary screen, uHTS, H9c2 cells, ATPLite luminescence; hit rate 0.63% among 360,000; H9c2 cardiomyocytes, H2O2 injury protection, 2 h; protection from H2O2 cell death, % at 20 µM;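 active = compounds giving at least 50% protection of heart cells from peroxide-induced death in the single-dose screen, raw or plate-pattern-corrected value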;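 note: 0% = DMSO wells with peroxide and 100% = DMSO wells without peroxide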
NOD2-RIPK2 inh: NOD2-RIPK2 binding disruptors in cells, primary screen, fluorescence, CHO cells, BLA complementation; hit rate 0.38% among 360,000; CCF4 ratio; inhibition, % at 4.98 µM; Receptor-interacting serine/threonine-protein kinase 2 (Homo sapiens), O43353; in the data active = inhibition above about 21%;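 note: 0% = vehicle only and 100% = reference blocker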
Glyco luc inh: increase of ERlucT glycosylation luciferase signal, primary screen, N-linked glycosylation inhibitor project, D54 ERlucT cells, luminescence, set 2; D54 ERlucT glycosylation luciferase reporter, 24 h; percent of 100 nM tunicamycin response; hit rate 0.23% among 360,000; reporter increase, % at 12.5 µM; AID 588692, 2011;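 active = mean luciferase reporter signal, scaled so untreated is 0 and the glycosylation-blocking control 100, at or above a set limit in every replicate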;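 note: luciferase carries N-glycosylation sites so blocking glycosylation raises the light; 0% = median of neutral control wells and 100% = median of 100 nM tunicamycin wells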
m5-HT2A agonist: mouse Htr2a agonists via beta-arrestin recruitment, primary screen, cell-based, luminescence | hit rate 0.66% among 360,000 | activation, % at 7.6 µM | CHO-K1 mHTR2A beta-arrestin complementation; percent of 30 µM serotonin response | AID 624169, 2012;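 active = activation above a run cutoff, the mean activation of all tested compounds plus 3 SD, cut at about 14% in these data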;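 note: 0% = plate median of compound wells and 100% = 30 µM serotonin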
ABCB6 inh 2: ABCB6 transporter inhibitors, primary screen, K562-ABCB6 cells, flow cytometry, MLPCN library. ATP-binding cassette sub-family B member 6 (Homo sapiens), Q9NP58. K562-ABCB6 porphyrin accumulation, 1 h; active compounds read low. fluorescence ratio to DMSO, % at 10 µM. hit rate 0.19% among 360,000. AID 602162, 2011;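 active = fluorescence ratio to DMSO below 75%, the collection mean minus 3 SD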;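 note: signal is porphyrin accumulated inside mitochondria; 100% equals median channel fluorescence of DMSO control wells; lower ratio means ABCB6 inhibition with less porphyrin fluorescence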
Target sequence (Q9NP58 whole entry, looked up): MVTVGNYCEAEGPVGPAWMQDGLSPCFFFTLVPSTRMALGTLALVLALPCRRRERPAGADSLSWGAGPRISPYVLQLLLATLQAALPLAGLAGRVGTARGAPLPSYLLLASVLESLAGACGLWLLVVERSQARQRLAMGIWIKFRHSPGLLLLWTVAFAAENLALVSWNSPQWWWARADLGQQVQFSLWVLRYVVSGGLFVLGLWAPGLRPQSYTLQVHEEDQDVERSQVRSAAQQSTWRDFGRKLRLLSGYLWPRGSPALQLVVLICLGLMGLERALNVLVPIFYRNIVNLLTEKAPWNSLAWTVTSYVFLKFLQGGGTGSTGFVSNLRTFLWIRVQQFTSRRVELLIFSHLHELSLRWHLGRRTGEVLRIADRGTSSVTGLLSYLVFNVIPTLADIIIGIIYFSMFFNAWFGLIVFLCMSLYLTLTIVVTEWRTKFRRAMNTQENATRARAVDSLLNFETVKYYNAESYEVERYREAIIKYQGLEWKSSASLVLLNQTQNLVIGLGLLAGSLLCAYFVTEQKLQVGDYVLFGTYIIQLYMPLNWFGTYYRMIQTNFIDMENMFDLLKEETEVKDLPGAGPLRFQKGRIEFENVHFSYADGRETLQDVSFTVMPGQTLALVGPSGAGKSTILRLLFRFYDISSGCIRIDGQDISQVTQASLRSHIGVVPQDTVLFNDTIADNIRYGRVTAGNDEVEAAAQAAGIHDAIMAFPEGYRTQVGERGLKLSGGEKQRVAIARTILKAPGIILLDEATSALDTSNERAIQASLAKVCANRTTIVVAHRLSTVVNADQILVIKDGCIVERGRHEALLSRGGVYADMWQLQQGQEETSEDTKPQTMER
MC4R ag barr: MC4R agonists recruiting beta-arrestin, primary screen, cell-based, luminescence, agonist arm of biased-ligand search. AID 540308, 2011. activation, % at 8.9 µM. U2OS MC4R beta-arrestin complementation; percent of melanotan II response, DMSO zero. Melanocortin receptor 4 (Homo sapiens), P32245. hit rate 0.98% among 360,000;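 active = activation above a per-plate cutoff, the mean activation of sample wells on that plate plus 3 SD, cut at about 8% in these data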
Numbers without * were called inactive.

What do the screens show for `Cc1ccc(N2CC(C(=O)N3CCC4(CC3)CC(=O)c3ccccc3O4)CC2=O)cc1C` (centres undefined)?
TLR9-MyD88 inh: -4.2; MC4R antag cAMP: 8.2; ABHD5-PLIN5 inh: -3.2; SRC2 inh: 10.9; Cardio protect: -4.9; NOD2-RIPK2 inh: -10.6; Glyco luc inh: -0.1; m5-HT2A agonist: 1.0; ABCB6 inh 2: 90.0; MC4R ag barr: 0.0

Results for Cn1c(Cc2cccs2)nnc1SCC(=O)Nc1ccccc1 ?
TLR9-MyD88 inh: -1.9; MC4R antag cAMP: 7.0; ABHD5-PLIN5 inh: -2.7; SRC2 inh: -9.6; Cardio protect: -1.0; NOD2-RIPK2 inh: 4.9; Glyco luc inh: 1.6; m5-HT2A agonist: 1.0; ABCB6 inh 2: 106.0; MC4R ag barr: -2.8

Results for Cc1nnc(NC(=O)CSC2CCCCC2)s1 ?
TLR9-MyD88 inh: 3.6; MC4R antag cAMP: 2.9; ABHD5-PLIN5 inh: 6.5; SRC2 inh: -0.4; Cardio protect: 3.7; NOD2-RIPK2 inh: -12.6; Glyco luc inh: -1.0; m5-HT2A agonist: 0.4; ABCB6 inh 2: 103.0; MC4R ag barr: -0.4

How did CCCCc1c(C)nc2ccc(C)cc2c1SCCC(=O)O do in these assays?
TLR9-MyD88 inh: -3.4; MC4R antag cAMP: 6.8; ABHD5-PLIN5 inh: -2.1; SRC2 inh: -11.4; Cardio protect: 2.7; NOD2-RIPK2 inh: 6.9; Glyco luc inh: 1.8; m5-HT2A agonist: 5.3; ABCB6 inh 2: 105.0; MC4R ag barr: -0.4

How did Cc1nn(Cc2ccccc2)c(Cl)c1/C=C/C(=O)OC(C)C(=O)N1CCCC1 (centres undefined) do in these assays?
TLR9-MyD88 inh: -11.2; MC4R antag cAMP: 23.7; ABHD5-PLIN5 inh: -5.6; SRC2 inh: 12.4; Cardio protect: 8.3; NOD2-RIPK2 inh: 9.7; Glyco luc inh: -0.8; m5-HT2A agonist: -0.1; ABCB6 inh 2: 101.0; MC4R ag barr: 0.0

What do the screens show for `COc1ccccc1CCCNC(=O)C1CCC(=O)N(CCN2CCOCC2)C1` (centres undefined)?
TLR9-MyD88 inh: -5.9; MC4R antag cAMP: 26.5; ABHD5-PLIN5 inh: -0.8; SRC2 inh: -32.7; Cardio protect: 1.0; NOD2-RIPK2 inh: -9.3; m5-HT2A agonist: 5.2; ABCB6 inh 2: 101.0; MC4R ag barr: -0.1

What do the screens show for `CC(=O)c1ccc(NC(=O)CSC(C)C)cc1`?
TLR9-MyD88 inh: 1.8; MC4R antag cAMP: 9.7; ABHD5-PLIN5 inh: 6.4; SRC2 inh: -39.4; Cardio protect: 3.5; NOD2-RIPK2 inh: -2.6; Glyco luc inh: 0.0; m5-HT2A agonist: -1.5; ABCB6 inh 2: 102.0; MC4R ag barr: -0.3

Results for O=C(O)c1ccccc1SC1CC(=O)N(C2CCCCC2)C1=O (centres undefined) ?
TLR9-MyD88 inh: -1.9; MC4R antag cAMP: 16.3; ABHD5-PLIN5 inh: -2.0; Cardio protect: 1.7; NOD2-RIPK2 inh: -0.4; Glyco luc inh: 2.1; m5-HT2A agonist: 4.0; ABCB6 inh 2: 100.0; MC4R ag barr: 0.0

How did CCOC(=O)N1CCC(N2C(=O)c3ccccc3C2Nc2cccnc2)CC1 (centres undefined) do in these assays?
TLR9-MyD88 inh: -9.8; MC4R antag cAMP: 12.0; ABHD5-PLIN5 inh: 1.4; SRC2 inh: 12.5; Cardio protect: 21.1; NOD2-RIPK2 inh: -4.3; Glyco luc inh: 1.9; m5-HT2A agonist: 19.2*; ABCB6 inh 2: 101.0; MC4R ag barr: -2.0

Results for CC(=O)c1cccc(NS(=O)(=O)N2CCCCC2)c1 ?
TLR9-MyD88 inh: -15.3; MC4R antag cAMP: 11.4; ABHD5-PLIN5 inh: 17.0; SRC2 inh: -18.0; Cardio protect: -10.8; NOD2-RIPK2 inh: 3.9; Glyco luc inh: 1.9; m5-HT2A agonist: -4.7; ABCB6 inh 2: 102.0; MC4R ag barr: 1.2

Results for CCOc1ccc(OCC)c(Nc2cc(C)nc3nc(C)nn23)c1 ?
TLR9-MyD88 inh: -9.3; MC4R antag cAMP: -6.9; ABHD5-PLIN5 inh: -3.7; SRC2 inh: -54.1; Cardio protect: -12.2; NOD2-RIPK2 inh: -3.0; Glyco luc inh: 7.9; m5-HT2A agonist: -2.3; ABCB6 inh 2: 91.0; MC4R ag barr: 0.4

How did COc1ccc(C(c2nnnn2C2CCCC2)N2CCC(C)CC2)c(OC)c1 (centres undefined) do in these assays?
TLR9-MyD88 inh: -13.6; MC4R antag cAMP: -1.4; ABHD5-PLIN5 inh: -2.0; SRC2 inh: 30.7; Cardio protect: -16.7; NOD2-RIPK2 inh: -4.2; Glyco luc inh: -4.7; m5-HT2A agonist: -1.2; ABCB6 inh 2: 96.0; MC4R ag barr: 2.2

What do the screens show for `CCN(C(=O)CSc1nnc(C)n1Cc1ccccc1)C1CCS(=O)(=O)C1` (centres undefined)?
TLR9-MyD88 inh: -20.6; MC4R antag cAMP: -7.3; ABHD5-PLIN5 inh: -3.3; SRC2 inh: -34.8; Cardio protect: -4.6; NOD2-RIPK2 inh: -6.0; Glyco luc inh: -0.3; m5-HT2A agonist: 9.4; ABCB6 inh 2: 104.0; MC4R ag barr: 1.1

How did COc1ccccc1NC(=O)C(C)OC(=O)CC1CCCCC1 (centres undefined) do in these assays?
TLR9-MyD88 inh: 1.6; MC4R antag cAMP: -5.3; ABHD5-PLIN5 inh: -12.3; SRC2 inh: -31.7; Cardio protect: -4.9; NOD2-RIPK2 inh: 8.0; Glyco luc inh: -1.1; m5-HT2A agonist: -7.6; ABCB6 inh 2: 80.0; MC4R ag barr: 1.5

What do the screens show for `O=C(NC1CCCC1)C(c1ccccc1F)N(C(=O)c1csnn1)C1CC1` (centres undefined)?
TLR9-MyD88 inh: -1.3; MC4R antag cAMP: -2.4; ABHD5-PLIN5 inh: 3.3; SRC2 inh: 8.6; Cardio protect: 9.0; NOD2-RIPK2 inh: 10.9; Glyco luc inh: -3.0; m5-HT2A agonist: 4.9; ABCB6 inh 2: 98.0; MC4R ag barr: 0.6

Results for COc1cccc(C(=O)Oc2ccc(/C=N/NC(=O)c3ccncc3)cc2OC)c1 ?
TLR9-MyD88 inh: 2.8; MC4R antag cAMP: 12.1; ABHD5-PLIN5 inh: -14.3; SRC2 inh: -8.8; Cardio protect: 18.2; NOD2-RIPK2 inh: 2.3; Glyco luc inh: 0.0; m5-HT2A agonist: 0.8; ABCB6 inh 2: 93.0; MC4R ag barr: -1.9

Results for Cc1ccc(C)c(OC(=O)c2cccnc2Cl)c1C ?
TLR9-MyD88 inh: -4.1; MC4R antag cAMP: -4.2; ABHD5-PLIN5 inh: -2.3; SRC2 inh: -14.5; Cardio protect: -2.2; NOD2-RIPK2 inh: -5.4; Glyco luc inh: -2.2; m5-HT2A agonist: 0.6; ABCB6 inh 2: 95.0; MC4R ag barr: -2.0

What do the screens show for `CCCN(CC1CC1)c1cc2c(c3c1ccn3C)C1CCC2O1` (centres undefined)?
ABHD5-PLIN5 inh: -0.2; SRC2 inh: 18.0; Cardio protect: 0.7; NOD2-RIPK2 inh: -4.2; Glyco luc inh: 5.4; m5-HT2A agonist: 1.5; ABCB6 inh 2: 102.0

What do the screens show for `Cc1noc(NS(=O)(=O)c2ccc(NC(=O)CSc3n[nH]c(-c4ccccc4)n3)cc2)c1C`?
TLR9-MyD88 inh: -2.1; MC4R antag cAMP: -1.4; ABHD5-PLIN5 inh: 0.1; SRC2 inh: 13.5; Cardio protect: -10.4; NOD2-RIPK2 inh: -10.4; Glyco luc inh: -2.4; m5-HT2A agonist: 10.7; ABCB6 inh 2: 96.0; MC4R ag barr: -1.1

Results for Cc1ccc(C)c(N2CCN(C(c3ccc(N(C)C)cc3)c3nnnn3C(C)(C)C)CC2)c1 (centres undefined) ?
TLR9-MyD88 inh: -4.8; MC4R antag cAMP: -2.2; ABHD5-PLIN5 inh: 2.5; SRC2 inh: -11.7; Cardio protect: -18.0; NOD2-RIPK2 inh: -10.8; Glyco luc inh: 2.2; m5-HT2A agonist: 1.1; ABCB6 inh 2: 98.0; MC4R ag barr: -1.1

How did O=C1/C(=C/c2ccc(O)cc2)COc2ccccc21 do in these assays?
TLR9-MyD88 inh: -5.1; MC4R antag cAMP: 11.6; ABHD5-PLIN5 inh: 24.7*; SRC2 inh: -35.5; Cardio protect: -21.9; NOD2-RIPK2 inh: 8.8; Glyco luc inh: 1.1; m5-HT2A agonist: 8.1; ABCB6 inh 2: 101.0; MC4R ag barr: -0.4

Results for OCCN(CCO)c1cc2c3ccccc3ccc2c2ccccc12 ?
TLR9-MyD88 inh: 5.8; MC4R antag cAMP: 7.3; ABHD5-PLIN5 inh: -8.5; SRC2 inh: -34.2; Cardio protect: -6.5; NOD2-RIPK2 inh: 10.2; Glyco luc inh: 6.1; m5-HT2A agonist: -5.7; ABCB6 inh 2: 103.0; MC4R ag barr: -2.6

What do the screens show for `CCCCn1c(SCC(=O)N2CCN(c3ccccc3)CC2)nc2ccsc2c1=O`?
TLR9-MyD88 inh: -7.5; MC4R antag cAMP: 0.7; ABHD5-PLIN5 inh: -1.3; Cardio protect: 19.9; NOD2-RIPK2 inh: -7.7; Glyco luc inh: 0.6; m5-HT2A agonist: 2.8; ABCB6 inh 2: 99.0; MC4R ag barr: 2.0

What do the screens show for `C=CCC1NS(=O)(=O)OCC1C(C)C` (centres undefined)?
TLR9-MyD88 inh: 2.0; MC4R antag cAMP: 2.4; ABHD5-PLIN5 inh: 0.2; SRC2 inh: -13.3; Cardio protect: 5.8; NOD2-RIPK2 inh: -14.8; Glyco luc inh: 2.5; m5-HT2A agonist: -1.4; ABCB6 inh 2: 99.0; MC4R ag barr: -2.1

What do the screens show for `CCCCn1c(C23CC4CC(CC(C4)C2)C3)n[nH]c1=S`?
TLR9-MyD88 inh: 11.0; MC4R antag cAMP: 5.8; ABHD5-PLIN5 inh: -16.5; SRC2 inh: 23.7; Cardio protect: 2.2; NOD2-RIPK2 inh: -3.0; Glyco luc inh: 0.6; m5-HT2A agonist: 3.2; ABCB6 inh 2: 88.0; MC4R ag barr: 1.2

Source: PubChem

An excerpt. The share of hits here may be higher or lower than overall.
